Screening data (PubChem)
ZTA counter: counter-screen for EBNA-1 inhibitors: inhibitors of Epstein-Barr virus ZTA | inhibition, % at 11 µM | AID 2234 | 320,000 compounds, 0.15% hits | P03206 | ZTA-DNA binding, fluorescence polarization; in the data active = inhibition above about 33%
Target sequence (P03206 whole entry, looked up): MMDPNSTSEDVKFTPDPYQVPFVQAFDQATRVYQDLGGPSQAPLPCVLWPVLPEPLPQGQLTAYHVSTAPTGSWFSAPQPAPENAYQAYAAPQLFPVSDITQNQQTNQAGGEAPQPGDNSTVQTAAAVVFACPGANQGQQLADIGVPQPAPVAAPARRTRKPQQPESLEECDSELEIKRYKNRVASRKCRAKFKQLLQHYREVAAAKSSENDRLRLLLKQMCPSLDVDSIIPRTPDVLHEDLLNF
CTSL1 counter: counter-screen for PFM18AAP inhibitors: inhibitors of F. hepatica cathepsin L1; recombinant F. hepatica cathepsin L1, Z-Leu-Arg-MCA fluorescence; inhibition, % at 5.96 µM; 300,000 compounds, 0.49% hits; AID 1906;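 active = inhibition above the mean of all tested compounds plus 3 SD, set per screening campaign, cut at about 17% in these data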;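 note: 0% = plate median of test compound wells and 100% = 1 µM Z-Phe-Ala-diazomethylketone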
PP1 counter: PP1-alpha (human) inhibition in PP5 counter-screen; purified PP1alpha, OMFP fluorescence; inhibition, % at 6.7 µM; 320,000 compounds, 0.9% hits;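 active = inhibition above the mean inhibition of all tested compounds plus 3 SD, computed separately for each screening campaign, cut at about 15% in these data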
Target sequence (P62136 whole entry, looked up): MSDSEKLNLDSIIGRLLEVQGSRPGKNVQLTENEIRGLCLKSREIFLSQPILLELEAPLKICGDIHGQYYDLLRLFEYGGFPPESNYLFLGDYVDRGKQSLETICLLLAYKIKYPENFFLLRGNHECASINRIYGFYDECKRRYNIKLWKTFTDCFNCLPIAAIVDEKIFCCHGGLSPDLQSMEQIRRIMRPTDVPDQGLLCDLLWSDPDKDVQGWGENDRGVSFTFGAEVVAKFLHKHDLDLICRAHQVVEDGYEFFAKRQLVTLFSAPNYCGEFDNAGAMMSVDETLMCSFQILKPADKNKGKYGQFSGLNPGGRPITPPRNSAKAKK
PP5 inh: PP5 (human) phosphatase inhibition. P53041. purified PP5c, OMFP substrate fluorescence. inhibition, % at 6.7 µM. 320,000 compounds, 0.18% hits. AID 1987;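 active = inhibition above the campaign's mean inhibition across all tested compounds plus 3 SD, cut at about 9.5% in these data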;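 note: 0% = DMSO only and 100% = 100 µM cantharidin control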
Target sequence (P53041 whole entry, looked up): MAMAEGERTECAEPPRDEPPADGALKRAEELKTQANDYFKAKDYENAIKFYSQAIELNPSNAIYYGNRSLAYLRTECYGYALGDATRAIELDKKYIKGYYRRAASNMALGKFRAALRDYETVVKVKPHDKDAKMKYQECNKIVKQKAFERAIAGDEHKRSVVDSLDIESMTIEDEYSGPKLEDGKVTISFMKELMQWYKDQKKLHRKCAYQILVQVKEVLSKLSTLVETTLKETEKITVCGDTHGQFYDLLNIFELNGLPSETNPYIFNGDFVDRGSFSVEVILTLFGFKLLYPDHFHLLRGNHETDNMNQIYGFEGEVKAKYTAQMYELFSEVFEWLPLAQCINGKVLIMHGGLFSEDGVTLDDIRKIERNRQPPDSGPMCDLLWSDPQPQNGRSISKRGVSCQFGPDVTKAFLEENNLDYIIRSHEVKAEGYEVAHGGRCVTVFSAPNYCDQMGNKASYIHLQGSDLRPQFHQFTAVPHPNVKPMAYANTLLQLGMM
core dimer inh: HCV core protein dimerization inhibition; TR-FRET GST/Flag-core106 dimerization, 1536-well; inhibition, % at 5 µM; 300,000 compounds, 0.33% hits; AID 1899;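 active = inhibition above the mean of all tested compounds plus 3 SD, set per screening campaign, cut at about 45% in these data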
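System – GST-tagged and Flag-tagged HCV core protein residues 1-106 · Repeats – one well for each compound · Technique – TR-FRET 671 and 617 nm emission · Doses – one concentration, 5 µM, in 0.5% DMSO · Times – 4 h, 22.5 °C incubation · Also added – Eu donor and XL665 acceptor anti-tag antibodies · Measure – percent inhibition of core106 dimerization signal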
EBNA-1 inhibitor: blocks EBNA-1 binding to DNA. EBNA-1 DNA binding, fluorescence polarization. inhibition, % at 14.8 µM. 300,000 compounds, 0.34% hits. AID 1950; in the data active = inhibition above about 28%
JMJD2C inh: human JMJD2C demethylase inhibition; Q9H3R0; GST-JMJD2C(1-420) H3K9me3 demethylation, DELFIA europium; inhibition, % at 2.35 µM; 330,000 compounds, 0.069% hits; AID 2099;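 active = more than half of a compound's replicate wells show inhibition beyond 50%, single wells judged on their own value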;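 note: signal counts dimethyl H3K9 product captured on neutravidin plate; 0% = median of DMSO wells and 100% = 0.3 times that DMSO median; strong numbers were not always called active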
Yeast superoxide: yeast age-related superoxide inhibition as caloric restriction mimetic; S. cerevisiae aged cells, superoxide DHE fluorescence; stronger effect = lower value; superoxide response (% of plate mean), % at 10 µM; 330,000 compounds, 0.18% hits; AID 2690;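 active = superoxide response under a set limit, about three screen SD below normal, cut at about 65% in these data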;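 note: yeast aged for seven days with compound at 30 °C before DHE staining; 100% = average MFI of all compound-treated wells on the plate with controls excluded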
TPT1 inh: blocks Candida albicans tRNA 2'-phosphotransferase | recombinant caTPT1, FP RNA substrate dephosphorylation | inhibition, % at 5 µM | 300,000 compounds, 0.81% hits;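 active = inhibition above the mean of all tested compounds plus 3 SD, set per screening campaign, cut at about 24% in these data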;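 note: plate controls were DMSO alone for no effect and ferristatin control at 100 nM for full effect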
The depositor's hits bear a star; x = no result given; & = joins results of further samples; ! = a repeat was not active. Some of the compounds tested, so the mix of outcomes need not match the whole.

SMILES | ZTA counter | CTSL1 counter | PP1 counter | PP5 inh | core dimer inh | EBNA-1 inhibitor | JMJD2C inh | Yeast superoxide | TPT1 inh
CCOC(=O)c1nc2ccccc2c(=O)n1-c1cccc(C)c1 | 11 | -4 | -3 | -1.3 | -3 | -1 | -10 | 100 | -1
O=C(Cc1ccccc1)N1CCN(Cc2cccnc2)CC1 | 3 | -2 | -7 | -2.0 | -1 | -1 | 9 | 109 | 0
CN(C)C(=O)Oc1ccc(OCc2nc3ccccc3[nH]2)cc1 | 6 | -6 | 1 | 1.2 | -10 | 9 | -2 | 97 | -1
O=C1NC(=O)C(CCc2ccncc2)(Cc2ccc([N+](=O)[O-])cc2)C(=O)N1 | 6 | 1 | -3 | 2.1 | 1 | -6 | -12 | 98 | 28*
Cc1oc2ccc(OC(=O)N(C)C)cc2c1C(=O)OC(C)C | 8 | 3 | -2 | 0.9 | 2 | 5 | 1 | 94 | -1
COC(=O)C1=C(c2cc3ccccc3s2)C[C@@H]2CC[C@H]1N2C(=O)NCCO | -6 | -1 | 2 | 2.2 | 4 | -4 | 2 | 100 | -1
CCc1c(C)nc(N)nc1N1N=C1SCC#N | 0 | 0 | -3 | 1.0 | -1 | 1 | -8 | 95 | 4
OC(c1cccc(Cl)c1)(c1cccc(Cl)c1)C1CN2CCC1CC2 (stereo unspecified) | 5 | 3 | -1 | 1.6 | -4 | 7 | -3 | 103 | -1
COc1ccccc1-n1c(-c2ccccc2Br)nc2ccccc2c1=O | -4 | 5 | -2 | 4.9 | 0 | 12 | 8 | 134 | 0
CCCCCn1c(=O)c(C(=O)NCc2ccncc2)c(O)c2ccccc21 | 10 | -2 | 13 | 2.8 | 7 | -5 | 3 | 95 | 0
Ic1ccccc1CN[C@@H]1C2CCN(CC2)[C@@H]1C(c1ccccc1)c1ccccc1 | 4 | -2 | 1 | 1.4 | 3 | 0 | x | 98 | 0
N=c1c[n+](CC23CC4CC(CC(C4)C2)C3)[n-]o1 | 6 | -1 | -1 | -2.9 | -7 | 1 | 8 | 92 | -7
OC(CN1CCCCC1)c1c[nH]c2ccccc12 (stereo unspecified) | -22 | 4 | 5 | 4.2 | -13 | -4 | -14 | 116 | 0
COc1cccc(C(=O)C2CCCN(Cc3ccc4nonc4c3)C2)c1 (stereo unspecified) | -4 | 3 | 1 | 2.0 | -2 | -5 | -10 | 97 | -2
COc1cc(C(O)CNC(C)C)cc(F)c1OC (stereo unspecified) | -4 | -3 | -1 | 0.0 | 1 | 1 | -1 | x | 1
C[C@@H]1NCCc2cc(O)c(O)cc21 | -1 | -3 | -2 | 0.9 | -1 | 0 | x | 95 | -6
CNC(=O)Oc1cccc2ccccc12 | -3 | 1 | -3 | -3.0 | -3 | 8 | 35 | 88 | -2
O=C(O)c1sc2cc(Cl)ccc2c1Cl | 9 | -21 | -2 | -3.9 | 3 | 0 | 2 | 173 | -4
COc1ccc(N2C(=O)NC(=O)C(CCc3ccncc3)(CCc3ccncc3)C2=O)cc1 | -18 | -2 | 0 | -1.7 | -4 | 2 | 6 | 98 | -6
CCCCc1nc2ccccc2c(=O)n1-c1ccc(Cl)cc1[N+](=O)[O-] | 2 | 3 | 8 | 1.8 | 5 | -3 | 3 | 129 | 4
O=C(COc1ccccc1)N1CCN(C/C=C/c2ccccc2)CC1 | 14 | -3 | 3 | -1.3 | 3 | 7 | 17 | 97 | -2
COC(=O)C1=C(c2cc3ccccc3o2)C[C@@H]2CC[C@H]1N2C(=O)NCc1ccc(C(F)(F)F)cc1 | 11 | 3 | 2 | 0.7 | 20 | -8 | -5 | 101 | -1
CN1CCN(Cc2cc(C(C)(C)C)c(O)c(C(C)(C)C)c2)CC1 | -4 | 6 | 1 | -7.3 | -11 | -5 | 0 | 86 | 6
CC(=NCc1ccco1)c1c(O)n(C)c(=O)n(C)c1=O | 15 | -2 | -2 | 2.0 | 0 | 10 | 5 | 83 | -5
CC1CN(C)C(C)(C)CC1(O)c1ccccc1 (stereo unspecified) | 4 | 2 | -3 | 0.9 | 0 | -4 | -12 | 103 | -4

Additional entries follow:
SMILES | ZTA counter | CTSL1 counter | PP1 counter | PP5 inh | core dimer inh | EBNA-1 inhibitor | JMJD2C inh | Yeast superoxide | TPT1 inh
CCN(CC)C(=O)c1ccc(NC(=O)CCCSc2ccccc2)cc1 | 1 | -14 | -6 | 2.9 | -1 | 2 | -3 | 98 | 3
COC(=O)C1=C(c2ccc(F)cc2F)C[C@@H]2CC[C@H]1N2C(=O)NCCNC(C)=O | -1 | x | -2 | -0.1 | x | x | 3 | 94 | x
O=[N+]([O-])c1ccc2c(c1)C(c1ccccc1)=NCCN2 | -4 | 3 | 2 | 0.9 | 0 | -5 | 4 | 105 | 2
CNC(C(=O)c1ccccc1)C(OC)c1cccc([N+](=O)[O-])c1 (stereo unspecified) | 13 | -4 | -6 | 0.5 | 1 | -6 | 3 | 99 | -2
Cc1ccc(OP(=O)(NC(C)c2ccccc2)Oc2ccc(C)cc2)cc1 (stereo unspecified) | 13 | 4 | 4 | 2.8 | 9 | 9 | -1 | 100 | -5
COC(=O)C1=C(c2c(C)noc2C)C[C@@H]2CC[C@H]1N2C(=O)NCCOc1ccccc1 | -14 | x | 2 | 1.0 | x | x | 6 | 93 | x
CCOC(=O)C(O)(c1ccc(N=c2ccccn2C)cc1)C(F)(F)F (stereo unspecified) | -24 | 11 | 0 | -0.6 | -4 | -6 | -3 | 93 | -1
CN1CCC2(CC1)C(C#N)=C(N)NC(S)=C2C#N | 11&16 | -1&2 | 4&3 | -1.2&0.2 | 1&7 | 3&4 | 10&2 | 104&94 | 50*!
O=C1CN(C(=O)COC(=O)Cc2ccccc2)c2ccccc2N1 | 10 | -29 | -4 | -1.3 | -1 | -1 | 112 | 91 | -3
COC(=O)C1=C(c2ccc(F)cc2F)C[C@@H]2CC[C@H]1N2C(=O)N1CCCC1 | 0 | x | 2 | 2.0 | x | x | 2 | 103 | x
COP(=O)(OC)C(O)C(Cl)(Cl)Cl (stereo unspecified) | -6 | 1 | -3 | -0.1 | -4 | 3 | -3 | 104 | -1
c1cncc(CNCCc2c[nH]c3ccccc23)c1 | 29 | 2 | -4 | -2.6 | 2 | 7 | 2 | 101 | 3
CCOc1cc2c(cc1OCC)-n1cccc1C(c1ccc(OC(F)F)cc1)NC2 (stereo unspecified) | -4 | 0 | 3 | 2.5 | -3 | -3 | -18 | 103 | -4
Nc1ccc2ccc3cccc[n+]3c2c1 | -14 | 3 | 0 | -3.5 | 5 | 2 | 8 | 93 | -106
Cc1nccn1Cc1ccc(Cl)nc1 | -3 | -3 | -2 | 0.5 | -2 | 1 | 0 | 97 | -1
O=C(CF)NC(NC(=S)Nc1cccc([N+](=O)[O-])c1)C(Cl)(Cl)Cl (stereo unspecified) | -6 | 0 | -1 | 2.3 | 5 | -4 | -6 | 101 | -1
COC(=O)C1=C(c2ccc3ccccc3c2)C[C@@H]2CC[C@H]1N2C(=O)NCc1ccc(F)cc1 | -6 | x | 1 | 6.3 | x | x | -3 | 92 | x
CCCN1CCC2(CC1)NC(CO)(CO)CO2 | -11 | 0 | -2 | -1.0 | -1 | 16 | -1 | 99 | -6
COC(=O)c1ccc(COc2cc(C)cc3oc(=O)c4c(c23)CCCC4)o1 | 0 | 7 | 0 | 2.8 | 13 | -8 | -1 | 98 | 0
CCOc1cc2c(cc1OCC)-n1cccc1C(c1cccc(OCC)c1O)NC2 (stereo unspecified) | -18 | -2 | 6 | 4.8 | -8 | -3 | 8 | 90 | -1
COC(=O)C(O)(c1cn(C)c2ccccc12)C(F)(F)F (stereo unspecified) | -7 | -2 | -5 | 3.2 | -4 | -5 | 0 | 120 | -5
Cc1cc(OCc2nn[nH]n2)c2c3c(c(=O)oc2c1)CCC3 | -2 | 0 | -3 | -1.9 | -4 | -6 | 0 | 109 | 1
C[C@H](NC(=O)N1C[C@H]2C[C@@H](C1)c1cccc(=O)n1C2)C(=O)Nc1ccccc1F | -11 | 1 | 0 | 0.7 | 1 | 9 | -2 | 83 | -5
CN1CCN(c2ccc(NC(=O)Oc3ccccc3)cc2)CC1 | -5 | 1 | -2 | 0.8 | -9 | 3 | -10 | 92 | -8
O=C(Cc1c(Cl)cccc1Cl)N1CCN(Cc2ccccc2)CC1 | 19 | -2 | -4 | -1.8 | 3 | 12 | -11 | 90 | 1

Other compounds:
SMILES | ZTA counter | CTSL1 counter | PP1 counter | PP5 inh | core dimer inh | EBNA-1 inhibitor | JMJD2C inh | Yeast superoxide | TPT1 inh
COc1cc(/C=C(/C)[N+](=O)[O-])ccc1OCc1ccccc1Cl | -1 | 2 | 6 | 0.8 | 23 | 4 | 0 | 103 | -1
O=C(Cn1nc(-c2ccc(Cl)cc2)ccc1=O)N1CCC2(CC1)OCCO2 | -11 | 4 | 2 | -1.5 | -3 | -1 | -1 | 91 | -2
CC1=CC(=C2C(=O)NC(=O)NC2=O)C=C(C(F)(F)F)N1C(C)C | -7 | 0 | -2 | 4.2 | -19 | 10 | -2 | 89 | -2
Cc1ccc(-c2nc3ccc(C)cn3c2CC(=O)N(C)C)cc1 | 0 | -3 | 0 | -2.0 | 3 | 7 | -27 | 92 | -3
CCOC(=O)C1SC2(C(F)F)CC1(O)c1c(c(OC)c3occc3c1OC)O2 (stereo unspecified) | 11 | 2 | -2 | 3.4 | -3 | -7 | 1 | 112 | 2
Fc1ccc(N2CCN(Cc3ccc4c(c3)OCO4)CC2)cc1 | -2 | 1 | 1 | 2.5 | -1 | 15 | 1 | 117 | 2
Cc1nn(Cc2ccccc2)c(C)c1C(=O)O | -1 | 1 | 1 | -2.8 | 1 | 1 | 11 | 105 | -2
Cn1c(O)c(C2=NNC(c3ccc(Cl)cc3)C2)c(=O)n(C)c1=O (stereo unspecified) | -10 | -1 | 2 | 2.3 | -3 | 10 | -18 | 109 | 6
Cn1cc(C=C2C(=O)NC(=O)NC2=O)c2ccccc21 | -7 | -1 | 3 | 4.7 | 0 | -12 | 0 | 110 | -137
O=C(NC[P+](=O)O)OCc1ccccc1 | -12 | -4 | -1 | 4.7 | -4 | -2 | 4 | 99 | 6

Rewritten with two lines to a compound: 8 of the compounds above
Values in the order – ZTA counter	CTSL1 counter	PP1 counter	PP5 inh	core dimer inh	EBNA-1 inhibitor	JMJD2C inh	Yeast superoxide	TPT1 inh
- O=C(Cc1c(Cl)cccc1Cl)N1CCN(Cc2ccccc2)CC1
  19	-2	-4	-1.8	3	12	-11	90	1
- COc1cc(/C=C(/C)[N+](=O)[O-])ccc1OCc1ccccc1Cl
  -1	2	6	0.8	23	4	0	103	-1
- O=C(Cn1nc(-c2ccc(Cl)cc2)ccc1=O)N1CCC2(CC1)OCCO2
  -11	4	2	-1.5	-3	-1	-1	91	-2
- CC1=CC(=C2C(=O)NC(=O)NC2=O)C=C(C(F)(F)F)N1C(C)C
  -7	0	-2	4.2	-19	10	-2	89	-2
- Cc1ccc(-c2nc3ccc(C)cn3c2CC(=O)N(C)C)cc1
  0	-3	0	-2.0	3	7	-27	92	-3
- CCOC(=O)C1SC2(C(F)F)CC1(O)c1c(c(OC)c3occc3c1OC)O2 (stereo unspecified)
  11	2	-2	3.4	-3	-7	1	112	2
- Fc1ccc(N2CCN(Cc3ccc4c(c3)OCO4)CC2)cc1
  -2	1	1	2.5	-1	15	1	117	2
- Cc1nn(Cc2ccccc2)c(C)c1C(=O)O
  -1	1	1	-2.8	1	1	11	105	-2
